# Calpain2 inh – calpain II (pig) inhibition; AID 1236; inhibition, % at 16 µM; actives 0.37% (n = 220,000); purified calpain II, fluorogenic peptide substrate, 30 min;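 active = inhibition above about 50%, limit read from the data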
# Runt-CBFb FRET – Runt domain-CBFb interaction inhibition. AID 1496. inhibition, % at 20 µM. actives 0.46% (n = 220,000). Cerulean-Runt/Venus-CBFb FRET ratio 530/480, 1 h;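 active = inhibition over about 50% at 20 µM in the single-dose screen, limit read from the data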;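 also: 0% = DMSO wells and 100% = excess unlabeled CBFb competitor control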
#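 test system = Cerulean-tagged RUNX1 Runt domain (FRET donor) fusion protein | reagent = Venus-CBFb binding partner, 100 nM | incubation = protein complex preformed 1 h, compound exposure 1 h, room temperature, dark | detection = FRET fluorescence | read-out basis = loss of energy transfer signal | controls = 5 µM unlabeled CBFb as full-inhibition high control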
# EBV gp42 inh – EBV gp42 inhibition. AID 1085. Fluorescence polarization binding assay, mP read-out. actives 0.42% (n = 220,000). inhibition, % (tested at 21.74 µM); in the data active = inhibition above about 50%
# Target sequence (Q1HVG2 whole entry, looked up): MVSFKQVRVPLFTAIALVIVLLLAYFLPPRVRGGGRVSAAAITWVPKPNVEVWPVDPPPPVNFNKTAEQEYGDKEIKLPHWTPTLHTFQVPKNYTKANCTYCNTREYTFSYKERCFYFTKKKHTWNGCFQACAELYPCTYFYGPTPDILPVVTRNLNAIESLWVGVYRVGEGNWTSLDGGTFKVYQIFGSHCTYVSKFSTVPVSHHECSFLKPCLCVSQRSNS
# TbHK1 inh – blocks Trypanosoma brucei hexokinase 1 activity | recombinant TbHK1, G6PDH-coupled NADH A340 | inhibition, % at 10 µM | actives 0.11% (n = 220,000);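 active = inhibition of 50% or more in the single-dose primary screen; inactive = inhibition below 50%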
# Furin inh – inhibitors of human furin; AID 463115; P09958; inhibition, % at 30 µM; actives 0.061% (n = 220,000); purified furin, fluorogenic substrate cleavage; in the data active = inhibition above about 25%; also: inactives centre near -15
# Runt-SMMHC FRET – inhibitors of human RUNX1 Runt domain binding to CBFb-SMMHC | Cerulean-Runt/Venus-CBFb-SMMHC FRET ratio 530/480, 1 h | inhibition, % at 20 µM | actives 0.74% (n = 220,000);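 active = mean inhibition across duplicate retests at 20 µM reaching about 50%, limit read from the data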;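 also: 0% = DMSO wells and 100% = wells with excess untagged CBFb-SMMHC; inhibitors lower the FRET ratio by blocking Runt binding to CBFb-SMMHC; some results filed as inactive read as strong as hits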
# p97 inhibitor – human p97 ATPase inhibition. P55072. recombinant p97 ATPase, Kinase-Glo ATP luminescence, 3 h. inhibition, % at 8 µM. actives 0.42% (n = 220,000). AID 1481; in the data active = inhibition above about 15%;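 also: 0% = DMSO vehicle and 100% = wells lacking enzyme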
# NCF1 inh – blocks human p47phox regulatory protein of NADPH oxidases; p47phox/p22phox peptide binding, fluorescence polarization, 2 h; inhibition, % at 24.7 µM; actives 0.53% (n = 220,000); AID 1274;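 active = inhibition above about 30%, limit read from the data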;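 also: 0% = p47phox with labelled peptide and 100% = labelled peptide alone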
# Target sequence (P14598 whole entry, looked up): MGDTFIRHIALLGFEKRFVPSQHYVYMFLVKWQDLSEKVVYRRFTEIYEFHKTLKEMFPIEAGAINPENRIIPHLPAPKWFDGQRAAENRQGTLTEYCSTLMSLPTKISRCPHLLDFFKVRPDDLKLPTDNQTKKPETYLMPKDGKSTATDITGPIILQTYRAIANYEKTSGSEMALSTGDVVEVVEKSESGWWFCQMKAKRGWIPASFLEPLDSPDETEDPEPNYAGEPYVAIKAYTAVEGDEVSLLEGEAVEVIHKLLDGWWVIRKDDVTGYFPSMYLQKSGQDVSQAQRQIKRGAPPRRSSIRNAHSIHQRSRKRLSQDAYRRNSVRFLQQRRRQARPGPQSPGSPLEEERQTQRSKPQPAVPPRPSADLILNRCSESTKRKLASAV
# RBBP9 inhibitor – human RBBP9 hydrolase inhibition | AID 1515 | O75884 | recombinant RBBP9, FP-Rh probe fluorescence polarization | inhibition, % at 7.94 µM | actives 0.2% (n = 220,000);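 active = inhibition above the campaign mean of all tested compounds plus 3 SD, cut at about 14% in these data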;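 also: plate controls were DMSO wells with RBBP9 for no effect and wells lacking RBBP9 protein for full effect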
# Target sequence (O75884 whole entry, looked up): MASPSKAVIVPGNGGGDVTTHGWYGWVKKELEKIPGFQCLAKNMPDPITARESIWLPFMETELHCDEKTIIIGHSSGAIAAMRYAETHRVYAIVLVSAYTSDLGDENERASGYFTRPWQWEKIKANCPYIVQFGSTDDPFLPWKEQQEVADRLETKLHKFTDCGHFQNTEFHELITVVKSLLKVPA
#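 Assay system: recombinant human RBBP9; Reagent: Serine-hydrolase probe FP-Rh, 375 nM pre-mixing; Doses: 7.94 µM single dose, 0.794% DMSO; Incubation: 30 min then 45 min, 25 °C; Detection: fluorescence polarization (mP), excitation 525 nm, emission 598 nm; Evaluation: percent inhibition from mP, scaled between DMSO and no-protein wells.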
# Starred values were filed as active, the others as inactive; . = not tested or not shown; [ ] = another dose, or the depositor's remark.
SMILES,Calpain2 inh,Runt-CBFb FRET,EBV gp42 inh,TbHK1 inh,Furin inh,Runt-SMMHC FRET,p97 inhibitor,NCF1 inh,RBBP9 inhibitor
O=C(Nc1cccc(Cl)c1)N(CCCN1CCOCC1)Cc1ccccc1F,-34,0,-6,-6,-11,-7,-2,-11,-5
C=CCOc1ccc(/C=C2\SC(=S)N(C(C(=O)O)c3ccccc3)C2=O)cc1 (stereo not given),41,-24,-1,13,-13,-24,-8,-27,-9
O=C(NC1CCCC1)C1CCCN(S(=O)(=O)c2cccc3cccnc23)C1 (stereo not given),-20,2,-5,4,-14,4,6,-15,-6
CCOc1ccc2cc(S(=O)(=O)n3ccnc3C)ccc2c1,14,2,-14,0,-26,-1,1,4,0
CSCc1ccc(C(=O)Nc2cc(C)cc(C)c2)cc1,21,-3,4,4,-3,-8,-2,-9,0
O=C(O)C1(NS(=O)(=O)c2ccc(F)c(Cl)c2)CCCCC1,10,-1,-6,-5,-3[20 µM],0,4,-4,3
CN(C)Cc1ccc(F)cc1Sc1ccc(Cl)cc1Cl,27,-1,6,13,-15,-3,-1,9,-2
O=C(O)c1ccc(CN2CCOCC2)o1,-28,-1,8,1,-10,0,0,1,-1
Cn1c(SCC(=O)N2CCOCC2)nnc1-c1cccc(NC(=O)c2ccccc2F)c1,-4,-1,-18,5,-6[20 µM],1,-2,-11,-7
O=C(COc1cccc2cccnc12)N1CCc2ccccc21,12,1,-21,-1,-18,-6,8,9,1
COc1ccc(C(=O)OCC(=O)Nc2ccc(Cl)cn2)cc1,-23,-1,-16,-4,-25,4,3,0,-6
CCc1ccc(Nc2ncc3c(n2)CC(C)CC3=O)cc1 (stereo not given),-27,0,-24,-4,-9,3,6,11,-8
CCOC(=O)N1CCN(C(=S)Nc2ccc(C)cc2C)CC1,0,-1,-9,5,-23,-5,2,-8,-6
CC(C)CC(COCc1ccc(Cl)cc1)N1CCN(C(=O)c2cccc(C(F)(F)F)c2)CCC1=O (stereo not given),-9,-10,-10,-2,-6,-3,5,-5,-12
Cc1cccc(C(=O)NCCN2CCOCC2)c1[N+](=O)[O-],-10,2,13,11,0,0,6,-8,1
CCN(CCO)C(=S)Nc1cc(C(=O)OC)ccc1C(=O)OC,-6,12,-4,-9,-25,18,-3,-6,9
CC[C@@H](C)C(NC(=O)OC(C)(C)C)c1cn([C@@H](Cc2ccc(O)cc2)C(=O)N2CCN(C(=O)OC(C)(C)C)CC2)nn1 (stereo not given in full),8,-3,-9,-6,-14,2,5,-2,-7
Cc1cccc2c(C(=O)Nn3cnnc3)cc(-c3ccccc3Cl)nc12,-130,1,5,8,-2,0,-5,-10,-12
CN1C(=O)/C(=C2\SC(N3CCCCCC3)=NC2=O)c2ccccc21,12,-5,-6,-19,-4[20 µM],5,8,-4,4
O=C(O)CSc1nnc(-c2ccccc2)c(-c2ccccc2)n1,-15,-2,-6,-20,-20,1,4,-11,1
Cc1cc(C(F)(F)F)nn1CC(=O)N(C)c1ccccc1,19,.,-7,8,-16,.,-5,-5,-9
CCC(C)NC(=O)NCc1ccccc1F (stereo not given),-18,0,-1,-3,-21,0,-3,7,-2
Cc1onc(-c2c(Cl)cccc2Cl)c1C(N)=O,10,1,-2,-8,-11,0,7,-9,-5
COc1cc(OC)c(C2N(c3ccccn3)C(=O)C3CCCN32)cc1OC (stereo not given),18,-2,1,-24,-9,-1,-8,-1,-9
Cc1csc(SCc2nc3sc4c(c3c(=O)[nH]2)CCC4)n1,4,2,2,-5,8[20 µM],0,3,-6,3

# Structures listed so far that contain two or more sulfur atoms, in the order listed:
SMILES,Calpain2 inh,Runt-CBFb FRET,EBV gp42 inh,TbHK1 inh,Furin inh,Runt-SMMHC FRET,p97 inhibitor,NCF1 inh,RBBP9 inhibitor
C=CCOc1ccc(/C=C2\SC(=S)N(C(C(=O)O)c3ccccc3)C2=O)cc1 (stereo not given),41,-24,-1,13,-13,-24,-8,-27,-9
Cc1csc(SCc2nc3sc4c(c3c(=O)[nH]2)CCC4)n1,4,2,2,-5,8[20 µM],0,3,-6,3

# (more compounds)
SMILES,Calpain2 inh,Runt-CBFb FRET,EBV gp42 inh,TbHK1 inh,Furin inh,Runt-SMMHC FRET,p97 inhibitor,NCF1 inh,RBBP9 inhibitor
O=C(COC(=O)c1cnccn1)c1ccc2ccccc2c1,-65,4,-17,-8,-4[20 µM],6,-4,1,-8
O=C(N1CCOCC1)C12CC3CC(C1)CC(n1cnc(Cl)n1)(C3)C2,-5,0,-8,-8,-22,0,-1,0,-8
COc1ccccc1CNC(=O)c1cccc(NC(=O)c2ccccc2)c1,-8,0,-5,2,-16,-2,4,-13,-18
Cc1ccc(NC(=O)c2ccc([N+](=O)[O-])o2)c(C)c1,-28,3,4,-15,-12,0,-3,-7,-11
CN1CCN(C2=C(Cl)C(=O)C(c3cnc(N4CCCCC4)s3)=C(Cl)C2=O)CC1,-74,30,-7,-2,-13[20 µM],-38,4,48*,3
COc1ccc(NC(=O)C(=O)NCc2ccncc2)c(OC)c1,-2,1,-19,-4,-10[20 µM],-4,-10,-2,-7
S=C(NCCc1ccccc1)N1CCN(C(c2ccccc2)c2ccccc2)CC1,-9,1,3,-3,-31,1,1,-7,-16
CCOC(=O)c1ccc(CC(=O)c2ccc(O)cc2O)o1,7,5,-22,-65,-8[20 µM],2,0,-25,-2
O=C1CN(S(=O)(=O)c2ccc(Cl)cc2C(F)(F)F)CCN1,-3,-1,-16,-2,-12,0,2,-3,-4
Cc1ccc(-c2cn3c(n2)SCC3)cc1,-20,2,0,-1,-21,1,2,-11,-9
CC(C)Oc1cccc(NC(=O)c2cnccc2C(F)(F)F)c1,1,-3,-9,-10,-14,-4,0,-16,-2
COc1ccc(NC(=O)COc2nsnc2N2CCCCC2)cc1,-19,1,-8,5,-11,-2,-8,-2,-4
COCCCNC(=S)N1CCN(C(=O)c2ccco2)CC1,13,0,-1,4,-10,3,1,-21,-1
OCC1(Cc2cccc(Cl)c2)CCCN(Cc2sc(N3CCCC3)nc2Cl)C1 (stereo not given),-6,1,0,-1,-18,2,-4,-7,-5
CC(=O)CSc1nnc(-c2ccc3c(c2)OCO3)o1,-8,-4,-16,-4,-9[20 µM],-2,2,6,6
COc1ccc(CNC(=O)CCCc2ccccc2)cc1,0,0,-9,-4,-28,-1,-1,-2,-5
O=C(Nc1ccc(Br)cn1)c1coc(=O)c(Br)c1,-20,1,-3,-44,-28,-2,-2,0,-6
Cc1cccc(CC(=O)N2CCN=C2SCc2ccc([N+](=O)[O-])cc2)c1,23,0,-8,1,-19,-2,3,0,-2
CCC(=O)Nc1nc(OC)cc(OC)n1,-25,1,0,-4,-13[20 µM],2,1,-8,-8
COC(=O)C(O)(NC(=O)c1ccncc1)C(F)(F)F (stereo not given),-23,-1,-3,-1,-31,4,5,-5,-2
C=CCOc1ccccc1CNc1cccc(F)c1,2,-1,-8,2,-14,4,0,-15,0
CCN=C1S/C(=C\c2cc(OCC)c(O)cc2Br)C(=O)N1CC,18,-31,-10,-7,-9,-42,3,4,24*
CCOc1ccccc1NC(=O)C(OC(=O)c1ccccc1O)c1ccccc1 (stereo not given),-7,0,4,3,-21,-1,-3,-2,-5
FC(F)(F)c1cccnc1-n1cncn1,-22,0,-5,0,-17,0,8,-3,-13
CCn1c2ccccc2c2nnc(SCC(=O)OCN3C(=O)c4ccccc4C3=O)nc21,-3,0,-3,-17,-22,0,6,-10,-3

# Part of the list above, showing only Calpain2 inh and NCF1 inh.
molecule	Calpain2 inh	NCF1 inh
OCC1(Cc2cccc(Cl)c2)CCCN(Cc2sc(N3CCCC3)nc2Cl)C1 (stereo not given)	-6	-7
COc1cc(OC)c(C2N(c3ccccn3)C(=O)C3CCCN32)cc1OC (stereo not given)	18	-1
S=C(NCCc1ccccc1)N1CCN(C(c2ccccc2)c2ccccc2)CC1	-9	-7
CCOC(=O)c1ccc(CC(=O)c2ccc(O)cc2O)o1	7	-25

# Following part
SMILES,Calpain2 inh,Runt-CBFb FRET,EBV gp42 inh,TbHK1 inh,Furin inh,Runt-SMMHC FRET,p97 inhibitor,NCF1 inh,RBBP9 inhibitor
Cc1ccccc1NC(=O)c1ccc2c(c1)C(=O)N(CCC(C)C)C2=O,-27,0,-26,1,-6[20 µM],4,-4,-12,5
CCN(CC)S(=O)(=O)c1ccc(C)c(NC(=O)CSc2nc3ccc(C)cc3[nH]2)c1,9,-3,3,2,-23,-39,0,-26,-5
COc1ccc(-c2cc(C(=O)OCC(=O)c3c(N)n(C)c(=O)n(C)c3=O)c3ccccc3n2)cc1,-307,-3,-21,-17,-22,14,8,-22,-4
O=C(NCc1ccc(Cl)cc1)c1cc2c(nc3sccn32)s1,-164,-1,-12,3,-22,-6,4,-23,-1
O=C(O)C1CC=CCC1C(=O)Nc1cccc(C(=O)N2CCCCC2)c1 (stereo not given),-10,-3,-7,3,-4[20 µM],-7,-6,-3,-4
Cc1cc(C)c(S(=O)(=O)N(C2=NCCS2)S(=O)(=O)c2c(C)cc(C)cc2C)c(C)c1,-14,-2,-7,6,-9[20 µM],-8,3,-5,-4
CCC(=O)N1CCc2cc(S(=O)(=O)Nc3ccc4c(c3)OCCO4)ccc21,9,4,-9,2,-18[20 µM],-1,3,-2,-3
CCC(C)NS(=O)(=O)c1ccc(S(=O)(=O)N2CC=C(c3ccc(F)cc3)CC2)cc1 (stereo not given),13,22,-15,1,-12,0,1,-4,9
CCOc1ccc(N(CC(=O)NC(C)(C)C)S(=O)(=O)c2c(C)noc2C)cc1,17,1,-11,-4,-18,1,-10,-1,-9
COC(=O)[C@@H]1CC[C@H](C)[C@@H](c2ccc(C)cc2)N1C(=O)c1ccc(/C=N/O[C@@H](C)CN2CCCCc3nc(C)c(C)cc32)cc1,-52,-7,-23,-8,-7,-6,-1,-50,-12
O=C(CSc1nnc(SCc2cccc3ccccc23)s1)Nc1ccc(C(=O)O)cc1,-1,-8,4,-5,-19,-4,5,-26,-2
CC(=O)c1ccc2c(c1)Cc1cc(C(C)=O)ccc1-2,-26,0,4,-21,-15,1,4,-26,-11
COC(CNC(=O)c1ccc2c(c1)ncn2-c1ccc(F)cc1F)OC,-15,2,-3,1,-25,-6,2,-3,1
C/C=C/c1ccc(OCC(=O)Nc2ccc(OC)c(OC)c2)c(OC)c1,-17,-1,3,-2,-16,-2,-1,-9,5
C(=C\c1ccccc1)/C=N/N1CCN(c2ccccn2)CC1,-2,-2,5,-18,-9[20 µM],2,-2,-9,-4
COc1cc(C(=O)NCc2cn3ccccc3n2)cc(OC)c1OC,-3,-1,-5,6,-26[20 µM],-1,2,-5,-3
O=C1CCC([N+](=O)[O-])C(c2ccccc2Cl)N1 (stereo not given),18,1,-6,-5,-19[20 µM],2,0,-9,7
Cc1ccccc1N1C(=O)C(Cc2ccc(F)cc2)S/C1=C(\C#N)C(N)=O (stereo not given),28,0,-26,-6,-1,-5,2,0,-4
Cc1cc(N=Cc2cc(Br)ccc2O)no1,1,-2,2,-4,-12[20 µM],-25,3,-7,-1
COC(=O)c1ccc(COC(=O)c2ccc(SC)cc2OC)cc1,7,-5,2,-9,-12,-8,-9,-13,-1
CC(=O)N(CCCCl)C(C#N)c1ccccc1 (stereo not given),-15,1,-3,4,-18,-3,2,1,-1
OCC1(Cc2cccc(F)c2)CCN(Cc2cccc3nccnc23)CC1,-9,0,-1,-8,-31,2,1,-2,1
COc1ccc(C(=O)NNC(=O)c2ccc(C)cc2)cc1S(=O)(=O)N1CCCC1,-12,0,-7,-1,-21,-2,7,-24,-9
Cc1cc(C)n2nc(SCN3C(=O)c4ccccc4C3=O)nc2n1,-49,3,24,-7,-16,-4,5,-10,-1
COc1ccccc1-c1n[nH]c(=S)n1Cc1ccco1,-7,7,5,-1,-28,9,3,-2,-2

# High-throughput results (PubChem BioAssay)
